# Screens (PubChem BioAssay)
# HTRA1 inh – HTRA1 serine protease inhibitors, primary screen, biochemical, fluorescence polarization, HTS; actives 0.5% (n = 340,000); inhibition, % at 5.96 µM; AID 504803, 2011; Q92743; recombinant HTRA1, FP-rhodamine activity-based probe; in the data active = inhibition above about 36%;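 also: 0% = enzyme with DMSO and 100% = wells lacking enzyme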
# Target sequence (Q92743 whole entry, looked up): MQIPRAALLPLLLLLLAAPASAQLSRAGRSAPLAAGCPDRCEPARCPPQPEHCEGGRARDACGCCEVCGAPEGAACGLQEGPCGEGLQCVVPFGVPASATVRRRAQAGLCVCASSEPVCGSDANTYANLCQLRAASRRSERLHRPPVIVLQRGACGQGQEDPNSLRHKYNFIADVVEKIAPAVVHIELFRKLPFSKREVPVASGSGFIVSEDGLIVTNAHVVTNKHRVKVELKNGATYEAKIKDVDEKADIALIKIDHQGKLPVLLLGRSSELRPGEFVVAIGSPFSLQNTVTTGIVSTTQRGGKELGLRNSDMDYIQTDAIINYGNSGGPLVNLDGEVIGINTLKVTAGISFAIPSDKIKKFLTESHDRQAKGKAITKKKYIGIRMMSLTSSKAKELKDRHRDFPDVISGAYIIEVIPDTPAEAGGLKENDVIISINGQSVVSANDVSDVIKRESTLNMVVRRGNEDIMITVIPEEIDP
# SMARCA2 act – SMARCA2 (BRM) function activators, primary screen, cell-based, luminescence, high throughput; AID 652017, 2013; actives 1% (n = 370,000); MG213 cells, MMTV-luciferase reporter, dexamethasone, overnight; activation, % at 9.1 µM; in the data active = activation above about 7.8%;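 also: 0% = vehicle wells and 100% = reference activator wells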
# GC-B act – human GC-B receptor activators, primary screen, HEK293 GC-B cells, cGMP TR-FRET, EC30 CNP. Atrial natriuretic peptide receptor 2 (Homo sapiens), P20594. actives 0.11% (n = 370,000). 0% at EC30 CNP, 100% saturating CNP. activation, % at 10 µM;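 active = activation at 10 µM reaching about 35% in either raw or pattern-adjusted values, limit read from the data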
# Rev-erbA mod – modulators of Rev-erb alpha DNA binding, primary screen, biochemical, FITC-DNA, fluorescence polarization, uHTS. Nuclear receptor subfamily 1 group D member 1 (Homo sapiens), P20393. Rev-erbα–FITC-DNA binding, 90 min. activity, % at 10 µM. actives 0.79% (n = 370,000);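 active = activity above about 14%, limit read from the data; passing the limit was not always enough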;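 also: 0% = DMSO wells with 35 nM protein and 100% = DMSO wells with 750 nM protein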
# rCAG binder – binders of r(CAG) RNA repeats, primary screen, biochemical, fluorescence; r(CAG) RNA repeat, TO-PRO-1 dye displacement fluorescence; inhibition, % at 3 µM; actives 1.3% (n = 370,000); AID 651821, 2012;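 active = inhibition above the plate cutoff, the mean of all test compounds on that plate plus 3 SD, cut at about 35% in these data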;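 also: 0% = DMSO alone and 100% = 100 µM mitoxantrone as full dye displacement; higher means more dye released from RNA so lower well fluorescence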
# mABHD4 FP – ABHD4 inhibitors, primary screen, biochemical, fluorescence polarization, mouse. purified mABHD4, FP-Rh probe fluorescence polarization. AID 720543, 2013. actives 0.54% (n = 370,000). (Lyso)-N-acylphosphatidylethanolamine lipase (Mus musculus), Q8VD66. inhibition, % at 8.92 µM;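 active = inhibition exceeding the mean over every tested compound plus 3 SD, cut at about 30% in these data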;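 also: 0% = plate median of compound wells and 100% = S159A mutant with DMSO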
#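 Material: mouse ABHD4 enzyme, wild type; Benchmarks: S159A mutant high control, sample median low control; Buffer or medium: HEPES pH 7.0, NaCl, Pluronic buffer; Signal: fluorescence polarization; Read-out: percent inhibition of probe binding, normalized to plate controls; Timing: pre-incubation 45 min, probe exposure 60 min, at 25 °C; Dosing: 8.92 µM, single dose.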
# PG9 binder – binders of HIV-1 gp120 antibody PG9, primary screen, biochemical, TR-FRET; HIV-1 gp120 / PG9 antibody interaction; TR-FRET gp120-PG9 antibody binding; inhibition, % at 6.7 µM; actives 0.43% (n = 360,000); AID 624416, 2012; in the data active = inhibition above about 8.5%
# NPR1 activator – GC-A stimulated cGMP production enhancers – HEK293 GC-A cells, cGMP TR-FRET, EC30 ANP, primary screen; 0% at EC30 ANP, 100% saturating ANP; Atrial natriuretic peptide receptor 1 (Homo sapiens), P16066; activation, % at 10 µM; AID 1671463, 2021; actives 0.14% (n = 370,000); in the data active = activation above about 40%
# ARFGAP1 inh – inhibitors of rat ARFGAP1 GAP activity, primary screen, biochemical, fluorescence polarization, GDP tracer | ADP-ribosylation factor GTPase-activating protein 1 (Rattus norvegicus), Q62848 | Arfgap1-stimulated ARF1 GTP hydrolysis, GDP FP detection | inhibition, % at 16.5 µM | actives 0.26% (n = 360,000) | AID 651572, 2012;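 active = inhibition above a per-plate limit, mean inhibition of low control wells plus 3 SD, cut at about 25% in these data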;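 also: 0% = DMSO wells with enzyme and 100% = wells lacking Arfgap1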
# Target sequence (Q62848 1-136 limits assumed): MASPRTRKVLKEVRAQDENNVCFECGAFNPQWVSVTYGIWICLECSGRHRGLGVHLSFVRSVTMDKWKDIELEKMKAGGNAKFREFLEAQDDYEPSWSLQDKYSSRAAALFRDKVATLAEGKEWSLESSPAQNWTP
#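 Material – truncated rat Arfgap1 GAP domain · Buffer or medium – HEPES-based buffer, pH 7.5 · Reagent – human ARF1(Δ1-17)-GTP substrate · Dosing – 16.5 µM single point, 1.26% DMSO · Schedule – GTP hydrolysis reaction 2 h at 25 °C · Technique – GDP detection by fluorescence polarization · Benchmarks – No-Arfgap1 wells (100%) versus DMSO full-reaction wells (0%) · Repeats – single replicate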
# ASAP1 inh – inhibitors of human ASAP1 ArfGAP activity, primary screen, biochemical, fluorescence polarization; Arf-GAP with SH3 domain, ANK repeat and PH domain-containing protein 1 (Homo sapiens), …; actives 0.19% (n = 360,000); ASAP1-stimulated ARF1 GTP hydrolysis, GDP FP detection; inhibition, % at 16.5 µM; AID 624377, 2012; in the data active = inhibition above about 25%;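 also: 0% = vehicle with enzyme and substrate and 100% = no enzyme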
# Target sequence (Q9ULH1 325-724 limits assumed): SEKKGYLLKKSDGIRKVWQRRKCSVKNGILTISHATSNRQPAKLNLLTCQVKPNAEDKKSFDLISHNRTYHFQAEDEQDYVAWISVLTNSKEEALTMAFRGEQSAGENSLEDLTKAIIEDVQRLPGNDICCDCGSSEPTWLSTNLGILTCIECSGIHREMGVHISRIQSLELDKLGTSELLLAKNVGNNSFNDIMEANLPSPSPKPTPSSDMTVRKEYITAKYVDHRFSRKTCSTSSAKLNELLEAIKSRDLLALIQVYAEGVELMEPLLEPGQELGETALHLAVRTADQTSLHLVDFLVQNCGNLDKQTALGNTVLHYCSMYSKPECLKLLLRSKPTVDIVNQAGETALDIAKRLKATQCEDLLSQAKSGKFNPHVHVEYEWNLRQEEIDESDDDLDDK
# * = called active by the depositor; . = not tested or not shown; & = joins results of further samples.
# The opening two records (preview)
SMILES,HTRA1 inh,SMARCA2 act,GC-B act,Rev-erbA mod,rCAG binder,mABHD4 FP,PG9 binder,NPR1 activator,ARFGAP1 inh,ASAP1 inh
CC(C)c1ccc(CC(=O)N2CCC2(C)C(=O)NS(=O)(=O)c2ccc(C(C)(C)C)cc2)cc1 (stereo unspecified),.,-2,-1,-2,71*,59*,-0.7,2,20,-9
Cc1cccc(C)c1Cn1c(C)c(C(=O)NCCC#N)sc1=O,.,0,2,5,0,2,0.5,3,-3,-12

# Results, from the start:
SMILES,HTRA1 inh,SMARCA2 act,GC-B act,Rev-erbA mod,rCAG binder,mABHD4 FP,PG9 binder,NPR1 activator,ARFGAP1 inh,ASAP1 inh
CC(C)c1ccc(CC(=O)N2CCC2(C)C(=O)NS(=O)(=O)c2ccc(C(C)(C)C)cc2)cc1 (stereo unspecified),.,-2,-1,-2,71*,59*,-0.7,2,20,-9
Cc1cccc(C)c1Cn1c(C)c(C(=O)NCCC#N)sc1=O,.,0,2,5,0,2,0.5,3,-3,-12
CN1CCN(S(=O)(=O)c2cccc(C(=O)Nc3sc4c(c3C(N)=O)CCCC4)c2)CC1,2,-1,1,1,13,-7,1.5,6,-3,9
CC(C)(C)NC(=O)/C=N/O,3,-6,3,-5,-4,3,1.4,3,0,3
CCC1CN(C(=O)N2CCC(C(=O)NCc3ccc(C)o3)CC2)c2cc(C)ccc2O1 (stereo unspecified),6,1,3,0,-5,-2,-2.1,-6,6,-1
CN(C)/C=N/c1nc2nccc(-c3ccccn3)n2n1,1,-4,1,0,-2,2,-0.5,5,-11,5
CN(C)C(=O)/C(=C\c1ccc(-c2cccc([N+](=O)[O-])c2)o1)NC(=O)c1ccccc1,-10,-1,0,-1,0,4,0.7,6,-4,-11
Cc1ccc2cc(CN(C)C(=O)C3CCCO3)c(=O)[nH]c2c1 (stereo unspecified),-1,1,2,0,-1,6,0.6,-1,-1,1
Cc1ccc(C(C)(C)C)c(SCC(=O)Nc2nnc(C)s2)c1,-3,-1,0,8,-3,-7,-1.4,1,-12,-13
CC(=O)c1cccc(N2C(=NC(=O)CCc3ccccc3)SC3CS(=O)(=O)CC32)c1 (stereo unspecified),1,-1,1,-2,3,2,0.1,0,-3,4
COc1ccc2c(ccn2S(=O)(=O)c2ccccc2)c1,-15,-1,2,8,-1,-12,-0.2,0,-3,-17
O=C(C=Cc1ccccc1Cl)c1ccccc1,-8,6,0,-5,1,0,-2.1,-4,5,8
COC(=O)/C=C/c1cc(F)ccc1S(=O)(=O)NC(C)(C)C,-3,1,-4,-1,-5,7,-0.9,3,12,21
COc1ccc(N(CC(=O)NC2CCCCC2)C(=O)CNC(=O)c2cccs2)cc1,-5,0,11,8,-2,-8,0.6,-2,-5,-7
COc1ccc(-n2nc(N)c(C(N)=O)n2)cc1,.,-1,-3,-3,0,3,0.8,4,-5,9
Cc1nn2c(-c3ccc(F)cc3)ccnc2c1Br,2,-3,-3,6,-3,2,0.6,-7,19,-2
CCOCCCN(C(=O)c1snc(C(N)=O)c1N)C(C(=O)NC(C)(C)C)c1ccc(Cl)cc1 (stereo unspecified),-5,5,-4,-3,-8,-1,-0.8,-12,2,2
CCOC(=O)C(=Cc1ccc(-n2ccnc2)cc1)C(=O)OCC,2,1,-3,6,-2,-2,-3.4,-4,2,-13
O=C1NC(=S)N/C1=C/c1ccc2ccccc2c1,7,4,-1,3,2,3,-4.4,4,-11,1
CN(C)C(=O)c1ccc(=O)n(Cc2ccc(Cl)cc2Cl)c1,-3,-2,5,6,5,4,0.3,-1,1,-2
CCOc1ccccc1C(=O)NCC(=O)OCc1csc(CC(=O)Nc2ccc(C)cc2)n1,-32,-1,1,0,9,36*,-1.6,-1,-1,-17
COc1ccc(-c2noc(CNC(=O)Nc3ccc(F)cc3)n2)cc1,-24,0,-2,-1,5,-8,-0.4,3,8,12
CSc1nc(C)cc(OCC(=O)N/N=C/c2ccccc2O)n1,-3,-5,-4,1,3,4,-0.3,-2,22,2
CC1=CC(C)(C)Nc2ccccc21,-2&18,5&-1,-3&2,-4&5,3&-1,6&6,0.4&-0.3,3&-1,1&6,-4&-8
CC1CCc2c(sc3nc4n(c(=O)c23)CCS4)C1 (stereo unspecified),-4,4,-7,3,5,1,2.1,-4,-11,-4

# By substructure: those above containing a thiophene ring, fused or not (three)
SMILES,HTRA1 inh,SMARCA2 act,GC-B act,Rev-erbA mod,rCAG binder,mABHD4 FP,PG9 binder,NPR1 activator,ARFGAP1 inh,ASAP1 inh
CN1CCN(S(=O)(=O)c2cccc(C(=O)Nc3sc4c(c3C(N)=O)CCCC4)c2)CC1,2,-1,1,1,13,-7,1.5,6,-3,9
COc1ccc(N(CC(=O)NC2CCCCC2)C(=O)CNC(=O)c2cccs2)cc1,-5,0,11,8,-2,-8,0.6,-2,-5,-7
CC1CCc2c(sc3nc4n(c(=O)c23)CCS4)C1 (stereo unspecified),-4,4,-7,3,5,1,2.1,-4,-11,-4

# Back to the main list; the 2 compounds before the break are reprinted first.
SMILES,HTRA1 inh,SMARCA2 act,GC-B act,Rev-erbA mod,rCAG binder,mABHD4 FP,PG9 binder,NPR1 activator,ARFGAP1 inh,ASAP1 inh
CC1=CC(C)(C)Nc2ccccc21,-2&18,5&-1,-3&2,-4&5,3&-1,6&6,0.4&-0.3,3&-1,1&6,-4&-8
CC1CCc2c(sc3nc4n(c(=O)c23)CCS4)C1 (stereo unspecified),-4,4,-7,3,5,1,2.1,-4,-11,-4
Cc1cccc2sc(N3CCN(C(=O)c4cccs4)CC3)nc12,-13,-1,-6,-7,-6,-1,0.7,-4,-12,-5
CC(C)CNS(=O)(=O)c1ccc(S(=O)(=O)N2CCN(CCC#N)CC2)cc1,-1,0,4,-3,-1,-11,-1.7,1,6,5
COC(=O)c1nc2nc(-c3cccs3)cc(C(F)(F)F)n2n1,-3,-2,2,-4,-2,3,0.7,2,-9,8
O=c1c2ccccc2sn1-c1ccccc1F,1,5,12,7,1,4,1.5,10,3,12
COC(=O)c1ccc(/C=C(\C#N)c2ccccn2)cc1,-6,5,-4,4,-2,-7,0.8,-1,7,1
CCn1c(COc2ccc(C)cc2)nnc1SCC(=O)Nc1ccccc1-c1ccccc1,.,-4,-8,-1,4,1,.,-5,.,.
CC(C)Oc1ccc(C(=O)NCc2ccco2)cc1,5,5,6,2,-1,1,0.5,0,1,-15
COc1ccc(C2C(=O)N(C3CCCCC3)CC(=O)N2Cc2ccc3c(c2)OCO3)cc1 (stereo unspecified),-2,-1,3,1,-4,-5,0.4,3,9,0
CC1N(O)C(c2ccc(Cl)cc2Cl)N(O)C1(C)C (stereo unspecified),0,0,-1,2,0,-1,0.1,1,5,25*
COc1cccc(-n2c(CN3CCN(c4cccc(C)c4)C(C)C3)nc3ccc([N+](=O)[O-])cc3c2=O)c1 (stereo unspecified),-44,3,3,-4,4,2,-1.9,0,7,6
O=S(=O)(Nc1ncccn1)c1ccc(NS(=O)(=O)c2cc(Cl)ccc2Cl)cc1,0,1,4,2,3,-1,-0.8,-1,0,8
Cc1cc(OC(=O)c2ccc(S(=O)(=O)N(C)C)cc2)cc(=O)o1,1,-3,3,0,5,3,0.4,0,7,17
CN(C)C(=O)c1cccc(-c2cnc3cccnn23)c1,.,-2,2,2,3,2,0.7,6,3,-6
O=C1CC(c2ccccc2)CC(O)=C1C=NCCN1CCOCC1 (stereo unspecified),6,-1,4,2,-4,0,-2.6,-2,1,-8
O=C(Nc1ccccc1N1CCOCC1)c1ccco1,1,0,2,-3,-1,-1,-1.3,-3,11,-18
CC1(C)CC(=O)C/C(=N/NC(=O)CCCOc2ccc(Cl)cc2Cl)C1,-3,-1,1,2,-2,2,-1.1,16,3,-3
CCCCCCn1cc(CN2CC(N3CCN(Cc4ccccc4F)CC3)CS2(=O)=O)nn1 (stereo unspecified),.,1,-5,0,-2,0,-2.3,0,-6,-2
C[n+]1ccn(CC(=O)c2cc(C(C)(C)C)c(O)c(C(C)(C)C)c2)c1,-7,-2,2,-5,2,-2,-1.2,3,-1,-7
COc1ccc(-c2nc3c(c(SCC(=O)N4CCCC4)n2)COC(C)(C)C3)cc1,5,1,-5,-1,-4,-4,-1.2,6,-4,0
OCCc1ccc(NCCc2cccs2)cc1,.,7,3,6,4,8,-1.2,-2,2,3
COc1cc2c(cc1OC)C(c1ccc(C)o1)CC(=O)N2 (stereo unspecified),3,-2,1,4,7,10,-2.0,4,-6,1
Cc1cc(NC(=O)CSc2nc3cc(Cl)ccc3o2)no1,-2,-3,1,-1,3,1,1.3,0,-5,-6
COc1ccc(N2C(=O)C(C)C(Cc3ccc(C)cc3)C2=O)cc1 (stereo unspecified),1,0,-2,0,-4,1,-1.1,1,11,0
O=C(c1ccco1)N1CCN(S(=O)(=O)c2ccc3c(c2)CCN3C(=O)C2CCC2)CC1,2,-4,2,-4,3,-3,1.7,4,-4,16
CCCNS(=O)(=O)c1cccc(C(=O)OCc2cc(=O)oc3cc(OC)ccc23)c1,-41,-2,-23,6,9,-8,-0.9,-13,13,1
CC(=O)NC(Cc1ccccc1F)C(=O)NC1CCN(C(=O)Nc2ccc(C)cc2)CC1 (stereo unspecified),2,-3,4,-5,-4,-6,-0.9,0,11,-5
COCCN(CCOC)S(=O)(=O)c1ccc(C(=O)Nc2sc3c(c2C(N)=O)CCCCC3)cc1,3,3,-1,4,4,1,-2.7,0,-2,12

# Rewritten tab-delimited: 2 of the compounds above
canonical_smiles	HTRA1 inh	SMARCA2 act	GC-B act	Rev-erbA mod	rCAG binder	mABHD4 FP	PG9 binder	NPR1 activator	ARFGAP1 inh	ASAP1 inh
CCCCCCn1cc(CN2CC(N3CCN(Cc4ccccc4F)CC3)CS2(=O)=O)nn1 (stereo unspecified)	.	1	-5	0	-2	0	-2.3	0	-6	-2
CCCNS(=O)(=O)c1cccc(C(=O)OCc2cc(=O)oc3cc(OC)ccc23)c1	-41	-2	-23	6	9	-8	-0.9	-13	13	1
